Compound activity deposited in PubChem by Icahn School of Medicine at Mount Sinai.
RBX1-CUL1 inh – blocks human RBX1-Cullin-1 di-ubiquitin formation; in vitro K48 di-Ub FRET, acceptor:donor ratio, 45 min; P62877+Q13616; inhibition, % at 10 µM; 140,000 tested, 0.6% active; in the data active = inhibition above about 25%
Target sequence (P62877 whole entry, looked up): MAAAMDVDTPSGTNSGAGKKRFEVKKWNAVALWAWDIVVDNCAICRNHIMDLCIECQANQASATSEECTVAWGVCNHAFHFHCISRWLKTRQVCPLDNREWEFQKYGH
Target sequence (Q13616 whole entry, looked up): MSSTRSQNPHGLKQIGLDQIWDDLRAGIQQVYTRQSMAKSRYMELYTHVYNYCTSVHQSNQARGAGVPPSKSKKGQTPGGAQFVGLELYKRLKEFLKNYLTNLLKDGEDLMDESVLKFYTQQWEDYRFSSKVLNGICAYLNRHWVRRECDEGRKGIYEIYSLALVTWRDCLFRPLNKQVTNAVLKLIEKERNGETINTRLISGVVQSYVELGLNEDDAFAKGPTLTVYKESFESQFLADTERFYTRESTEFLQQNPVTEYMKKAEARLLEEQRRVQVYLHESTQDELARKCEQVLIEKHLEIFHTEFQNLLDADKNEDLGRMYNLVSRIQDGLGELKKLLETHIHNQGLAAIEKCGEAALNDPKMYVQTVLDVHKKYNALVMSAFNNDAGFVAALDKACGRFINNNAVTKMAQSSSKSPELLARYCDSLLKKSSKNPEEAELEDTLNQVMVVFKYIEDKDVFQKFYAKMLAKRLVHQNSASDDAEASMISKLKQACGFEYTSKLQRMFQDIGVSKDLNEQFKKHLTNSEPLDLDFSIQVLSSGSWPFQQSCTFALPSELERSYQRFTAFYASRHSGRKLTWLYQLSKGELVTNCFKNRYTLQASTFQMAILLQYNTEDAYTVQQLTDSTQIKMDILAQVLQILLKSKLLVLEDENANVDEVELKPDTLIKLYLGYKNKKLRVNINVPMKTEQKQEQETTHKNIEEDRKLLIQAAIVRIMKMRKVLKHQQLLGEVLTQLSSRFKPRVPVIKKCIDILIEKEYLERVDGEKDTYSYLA
Starred values were filed as active, the others as inactive. Not all compounds are listed (hit frequency here may not be typical).

Molecule | RBX1-CUL1 inh
O=C(Nc1c(F)c(F)nc(N2CCCCC2)c1F)c1ccccc1C(=O)N1CCCCC1 | 3.2
C(=N\n1cnc2ccccc21)/c1ccccc1 | 13.6
O=C(CSc1nnc(-c2ccccn2)n1Cc1ccco1)Nc1cc(Cl)ccc1Cl | 1.1
c1cc(-c2ccn[nH]2)cc(-c2ncnc3sccc23)c1 | -12.0
CN(Cc1ccccc1)C(=O)C1C=Nc2ccc(S(=O)(=O)Nc3ccccc3F)cc2C1=O (configuration not stated) | -0.5
COc1cccc(S(=O)(=O)Nc2ccc(C(=O)NCCc3ccc(OC)c(OC)c3)cc2)c1 | -9.9
CCOC(=O)C1(C(F)(F)F)N=C(c2cccc(Cl)c2)OC(N2CCCCC2)=N1 (configuration not stated) | -5.3
Nc1nc(-c2ccco2)nn1C(=O)c1ccc(Cl)cc1 | -7.9
COc1ccc(N=C(N)N=C2N=C(CSc3nnc(C)s3)CC(=O)N2)cc1 | -11.5
Nc1ncc(CN2CCCC(CO)(CCc3ccccc3)C2)cn1 (configuration not stated) | -5.1

(list continues)
Molecule | RBX1-CUL1 inh
C=C[C@@H]1O[C@H](c2ccccc2)OC[C@H]1O | -2.0
Cc1ccc(-c2ccc3ccccc3n2)c(C)c1 | 8.6
COCC(=O)Nc1cc(C(=O)NC(c2ccncc2)c2ccccc2C)c2c(c1)nc(C1CCC1)n2C (configuration not stated) | 2.0
CCOC(=O)c1cc(-c2ccc(OC)cc2)n(CCC(=O)NCc2ccccc2OC)c1C | -2.8
CN(CCc1ccccc1)C(=O)C1CCCN(C2CCN(C(=O)C3CC3)CC2)C1 (configuration not stated) | -15.4
Cn1c(=O)c2c(ncn2CC(=O)Nc2nnc(CC(C)(C)C)s2)n(C)c1=O | -4.1
O=C(CCC1(Cc2cccs2)CCC(=O)N1)NCc1nc(-c2ccccc2)cs1 (configuration not stated) | 1.0
CCOc1ccc(NC(=O)c2ccc(N3CCOCC3)cc2)cc1 | -2.1
CCOc1ccc(CC(=O)Nc2nnc3n2CCS3)cc1 | -5.7
CC(=O)SC[C@H](NC(=O)OCc1ccccc1)C(=O)O | -1.6

Following part.
Molecule | RBX1-CUL1 inh
COc1ccc(Br)cc1/C=C/C(=O)c1ccc(NC(C)=O)cc1 | -1.6
C#CCN(C(C)=O)c1ccc(OC)cc1 | 10.7
CC(C)(C)c1ccc(C(=O)NCc2ccccn2)cc1 | -3.7
CN(C)c1ccc(/C=N/NC(=O)c2cnccn2)cc1 | 3.0
COc1ccc2c(c1)Sc1cc(OC)c(Cl)cc1C(N1CCN(C)CC1)C2 (configuration not stated) | 2.0
CCc1cccc(C)c1NC(=O)c1nnn(-c2ccc(C)c(C)c2)c1C | -4.7
CCOC(=O)c1cnc2c(C)cc(Cl)cc2c1NC(C)c1ccccc1 (configuration not stated) | -5.8
COc1nc(Nc2ccc(OC(F)(F)Cl)cc2)nc(NC2CC2)n1 | 2.3
N#Cc1c2c(c(Nc3cccc(C(F)(F)F)c3)n3c1nc1ccccc13)CCCC2 | -0.6
CN(c1ccccc1)S(C)(=O)=O | -5.1

Five compounds drawn at random from the list so far, as already listed:
Molecule | RBX1-CUL1 inh
CCOC(=O)c1cnc2c(C)cc(Cl)cc2c1NC(C)c1ccccc1 (configuration not stated) | -5.8
COc1ccc2c(c1)Sc1cc(OC)c(Cl)cc1C(N1CCN(C)CC1)C2 (configuration not stated) | 2.0
CCc1cccc(C)c1NC(=O)c1nnn(-c2ccc(C)c(C)c2)c1C | -4.7
CC(C)(C)c1ccc(C(=O)NCc2ccccn2)cc1 | -3.7
COc1nc(Nc2ccc(OC(F)(F)Cl)cc2)nc(NC2CC2)n1 | 2.3

Further records follow:
Molecule | RBX1-CUL1 inh
O=C1/C(=C\c2cccc(O)c2)SC(=S)N1c1ccccc1 | 4.1
COC(=O)C1C(C)=NC(=O)NC1c1ccc(OCC(=O)N/N=C/c2cc(OC)c(OC)cc2[N+](=O)[O-])c(OC)c1 (configuration not stated) | 6.3
Cc1ccc(OC(C)C(=O)N2CCN(c3ccccn3)CC2)cc1C (configuration not stated) | 5.5
COc1ccc(Br)cc1C1CC(=O)Nc2c1c(C)nn2-c1nc(C)cc(C)n1 (configuration not stated) | -5.4
CN1C(=O)c2ccc(C(=O)NCc3ccc(C(=O)O)cc3)cc2C1=O | -0.9
O=C(CCc1ccccc1)c1c(O)cc(O)cc1O | 2.2
CC(C)Cc1nc(NC(=O)N(C)Cc2cnc3ccccc3c2)n[nH]1 | 7.0
CCOC(=O)c1scc(-c2ccccc2)c1S(=O)(=O)Nc1ccc(N(C)C)cc1 | 2.7
COc1cc(C)ccc1OCCSc1nc2ccc(NC(=O)c3ccc(C)cc3)cc2s1 | 8.7
CC(=O)N1CCc2cc(S(=O)(=O)NC(CC(C)C)C(=O)NCCc3ccccc3)ccc21 (configuration not stated) | 9.3

(next part)
Molecule | RBX1-CUL1 inh
O=C(NC(=S)NCc1ccccc1Cl)C12CC3CC(CC(C3)C1)C2 | -10.0
CC(=O)c1ccc(Sc2nnc(C)s2)c([N+](=O)[O-])c1 | -6.4
O=C(c1nc2sccn2c1CN1CCC(c2ccncc2)CC1)N1CCCCCCC1 | 8.4
O=C(N/N=C/c1cc([N+](=O)[O-])ccc1O)c1ccc(C(=O)N/N=C/c2cc([N+](=O)[O-])ccc2O)o1 | 97.8*
O=C(C1CCCN1C(=O)OCc1ccccc1)N1CCCCCC1 (configuration not stated) | -6.5
Cc1ccc(S(=O)(=O)c2cnc(SCC(=O)Nc3cc(C)cc(C)c3)nc2N)cc1 | 6.4
CC(=O)NCCNC(=O)CC(c1ccccc1)c1cccc(Cl)c1 (configuration not stated) | -4.6
Cc1ncsc1CCCNC(=O)CCN1Cc2ccccc2OC(c2ccccc2F)C1 (configuration not stated) | 10.8
O=C(O)CSc1ccccc1Nc1ccc([N+](=O)[O-])cn1 | -6.2
CC(=NCCCCCCCN=C(C)C1N=C(c2ccc(Cl)cc2)OC1=O)C1N=C(c2ccc(Cl)cc2)OC1=O (configuration not stated) | 3.7

More structures follow:
Molecule | RBX1-CUL1 inh
COc1ccc(CC(=O)Nc2ccc3nc(Nc4cccc(Cl)c4)cc(C)c3c2)cc1 | 6.7
COC(=O)c1ccccc1NC(=O)Nc1nnc(N2CCC(C)CC2)s1 | 3.3
CCn1c(SCC(=O)Nc2ccc(Cl)cc2C)nnc1-c1cccc(C)c1 | -1.1
O=C(COC(=O)C1C=CCCC1)c1ccc(Br)cc1 (configuration not stated) | -0.6
COc1ccc(S(=O)(=O)Nc2ccc(S(=O)(=O)Nc3ccc(C)c(C)c3)cc2)cc1Br | 0.7
CCCc1nn2c(-c3ccc(F)cc3)nnc2s1 | -2.8
Cc1[nH]nc2c1C1(CCOCC1)C(C#N)C(=N)O2 (configuration not stated) | 5.1
Cc1ccc(C(=O)COC(=O)c2ccccc2S)cc1C | 4.2
CCOc1cc(C2NC(=O)c3c(sc4c3CCN(C)C4)N2)ccc1OC(=O)c1ccc(F)cc1 (configuration not stated) | 5.2
CN1CCN(CC(O)COc2ccccc2)CC1 (configuration not stated) | -1.1

(continued)
Molecule | RBX1-CUL1 inh
COc1ccc(/C=C(\C#N)C(=O)Nc2nc(OC)cc(OC)n2)cc1 | -10.0
Cc1cccc(CCNC(=O)c2nn(C)c3c2CSc2ccccc2-3)c1 | -3.0
CCCC(=O)Nc1cccc(C(=O)NCCc2ccccc2)c1 | -3.2
CC1(C)CC(=O)c2cc(C(=O)N3CCCCC3)c(=O)[nH]c2C1 | 0.1
O=C(c1ccc2c(c1)CCN2S(=O)(=O)c1ccc(Cl)cc1)N1CCOCC1 | 2.3
O=C1NC(=O)N(c2ccccc2F)C(=O)/C1=C/c1cccn1-c1ccc(Br)cc1 | 2.4
Cc1cc(C(=O)Nc2cc(Cl)cc(Cl)c2)no1 | 1.4
Cc1cc(C)c(OCCOCCN2CCCC2)c(C)c1 | -1.5
CCCSc1nc2sc3c(c2c(=O)n1-c1cccc(Br)c1)CC(C)(C)OC3 | 5.0
CCn1cc(CCC(=O)NCc2ccc(C)cc2)c2ccccc21 | -8.8

New compounds follow.
Molecule | RBX1-CUL1 inh
C#CCOc1c(Br)cc(C2CC(=O)Nc3ccc4ccccc4c32)cc1OCC (configuration not stated) | 3.3
CCN(CC)c1ccc(C2Oc3nc(SC)nnc3-c3ccccc3N2C(C)=O)c(OC)c1 (configuration not stated) | -5.2
COCCN(CCOC)C(=O)C1CCCN(S(=O)(=O)c2ccc(NC(=O)OC)cc2)C1 (configuration not stated) | 5.9
CC(CCO)Nc1nc2c(c(=O)n(C)c(=O)n2C)n1Cc1ccc(Br)cc1 (configuration not stated) | -4.0
COc1ccc(N2C(=O)C3N(C2=S)[C@@H](c2cccs2)SC3(C)C)cc1 (some centres not stated) | -9.4
CCN(CC)CCNCc1c(C(=O)N2CCCC2)nc2ccccn12 | -8.1
Cc1csc(SCC(=O)N2CCCC(c3nc(SCc4cccnc4)ncc3C)C2)n1 (configuration not stated) | -8.0
O=C(NCCCN1CCN(c2ccccc2F)CC1)c1ccc2nc(N3CCCCC3)sc2c1 | -3.0
CN(C)S(=O)(=O)c1ccc(C(=O)Nc2cccnc2)cc1 | 12.7
CC(C)OC(=O)c1c(-c2ccc(F)cc2)csc1NC(=O)CC12CC3CC(CC(C3)C1)C2 | 2.0

Other records follow.
smiles	RBX1-CUL1 inh
Cc1ncc2c(c1CNC(=O)c1ccc3c(c1)OCO3)CCN(C(=O)CCc1c[nH]c3ccccc13)C2	1.9
COc1ccc(C(=O)Nc2ccc(S(=O)(=O)N3CCC(C)CC3)cc2)cc1	6.8
C/C(=N\OCc1nc2c3c4c(sc3ncn2n1)CCCC4)c1ccc(C)cc1	0.2
CN(C)c1ccc(C=NCC23CC4CC(C)(CC(C)(C4)C2)C3)cc1	-1.3
O=C(O)c1cc(S(=O)(=O)N2CCCCCC2)cs1	3.9
COc1cccc(NC(=O)c2sc3nc4n(c(=O)c3c2C)CCC4)c1	4.9
COc1cccc(OCc2cc(C(=O)N3C[C@@H](C)O[C@@H](C)C3)n[nH]2)c1	2.6
CCOc1ccc(-c2nnc(Nc3ccc(S(N)(=O)=O)cc3)c3ccccc23)cc1	11.3
Cc1nc(N2CCN(c3cccc(C(F)(F)F)c3)CC2)c2c3c(sc2n1)CCCC3	0.2
Cc1ccc(S(=O)(=O)Cc2ccc(C(=O)N3CCN(c4cccc(C)c4C)CC3)o2)cc1	1.0
CSCCNc1nc2nonc2nc1N1CCOCC1	5.8
CN(Cc1ccccc1)C1CCCN(Cc2cccn2-c2ncccn2)C1 (configuration not stated)	9.5

Next section
smiles	RBX1-CUL1 inh
Cc1c(Cl)cccc1NC(=O)C1CCN(c2ncnc3c2nc2n3CCCCC2)CC1	2.2
O=C(NCCCn1cccn1)c1coc(CN2CCN(Cc3ccccc3)CC2)n1	-3.9
CC(=O)c1ccc(NC(=O)c2sc3nc(-c4ccc(C)cc4)cc(-c4ccc(Cl)cc4)c3c2N)cc1	10.7
COc1cc(Cl)c(C)cc1NC(=O)c1nn(-c2ccc(C)cc2)c(=O)n(C)c1=O	0.0
COc1cc(OC)nc(Oc2cccc3cccnc23)n1	1.6
CCOc1ccc(/C=N/NC(=O)c2cc(-c3ccc(C)o3)nc3ccccc23)cc1OC	1.0
Clc1ccc(-c2nnc(-c3ccco3)nc2N2CCCC2)cc1	-3.5
Cc1c(-c2nn3c(Cc4ccc(F)cc4)nnc3s2)cnn1-c1ccccc1	3.3
O=c1oc2c(cc(NS(=O)(=O)c3ccc4ccccc4c3)c3ccccc32)s1	12.3
Cc1c(CC(=O)NCCc2cnccn2)c2c(n1CC(C)C)CC(C)(C)CC2=O	3.5
O=C(CCS(=O)(=O)c1cc(Br)cc2c1N(C(=O)C1CC1)CC2)NCc1ccccc1Cl	-0.5
O=C(COc1ccccc1)Nc1nnc(S(=O)(=O)Nc2ccccc2)s1	2.7

The listing continues:
smiles	RBX1-CUL1 inh
Nn1c(SCC(=O)c2ccccc2)nc2sc(-c3ccccc3)cc2c1=O	-5.7
Cc1nc(C)c(C(=O)N2CCc3[nH]nc(-c4ccc5c(c4)OCO5)c3C2)s1	4.2
CCOC(=O)C1CCN(S(=O)(=O)c2cc(-c3onc(C)c3C)ccc2OC)CC1	0.6
CCCN(C)S(=O)(=O)c1cc(C(N)=O)ccc1C	4.6
Cc1cc(OCc2nc3ccccc3s2)ccc1NC(=O)COc1ccc(Cl)cc1Cl	-4.0
Cc1c(C#N)c(=O)ncn1-c1ccc(Cl)cc1	2.3
CCOC(=O)c1ccc(NC(=O)CC2C(=O)N(CC)C(=S)N2NC(=O)c2cccnc2)cc1 (configuration not stated)	4.2
Cn1c(=O)n(C)c2cc(N3CCCCC3)c(NC(=O)c3c(F)cccc3F)cc21	0.7
COc1ccccc1/C=N/NC(=O)c1ccc(=O)n(C)c1	3.0
CC(C)(O)C#C/C=C(\Sc1ccccc1)C(C)(C)O	-3.2
COc1cccc(C(=O)N2C(C(=O)O)CSC2c2ccccc2Cl)c1 (configuration not stated)	3.8
CSc1nc(Cl)c(Cc2ccc(OCC(C)C)cc2)c(N2CCOCC2)n1	-4.4

Going on with the list:
smiles	RBX1-CUL1 inh
Cc1cccc(N2CCN(C(=O)c3oc4ccccc4c3C)CC2)c1C	3.3
COc1ccc(S(=O)(=O)N2CCCC(CNC(=O)c3ccco3)C2)c(OC)c1 (configuration not stated)	7.8
CCOc1c(Br)cc(/C=C2/SC(=O)N(CC(=O)OC)C2=O)cc1Br	4.6
CCCOc1ccc(S(=O)(=O)N2CCC(C(N)=O)CC2)cc1C	3.6
Cc1ccc(N2C(=O)CSC23C(=O)N(CC(=O)NC2CCCCC2)c2ccccc23)cc1 (configuration not stated)	4.2
CCOC(=O)c1ccc([N+](=O)[O-])cc1NC(C)=O	3.6
CC(C)(C)c1cc(O)c([N+](=O)[O-])c(C(C)(C)C)c1	-8.9
O=C(CCSC1=NCCS1)Nc1ccc(Cl)cc1	-5.5
CC1=NC(=S)NC(c2ccc(F)cc2)C1C(N)=O (configuration not stated)	-3.9
CC(C)=N/N=C1\CCCC2=NC(=O)C(C#N)=CC21 (configuration not stated)	-0.4
CN(C(=O)Cc1ccccc1)c1c(F)cccc1C(=O)O	6.2
CC(C)(C)CC(=O)N1CCN(Cc2ccco2)CC1	14.1
COC(=O)C1=C(C(=O)OC)[C@](C#N)(c2ccccc2)O[C@]1(C#N)c1ccccc1	0.0
